# From PubChem BioAssay
# hIAP block: human IAP inhibitors, primary screen, biochemical, luminescence, uHTS; Intestinal-type alkaline phosphatase (Homo sapiens), P09923; purified IAP, CDP-Star luminescence, 30 min; inhibition, % at 10 µM; 330,000 compounds, 0.12% hits; AID 2544, 2010;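 active = inhibition reaching a set limit with compound at 10 µM in the primary screen, cut at about 35% in these data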;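 note: plate controls were DMSO wells with enzyme for no effect and no-enzyme buffer wells for full effect; values of inactives mirror those of a sister screen read the other way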
# Target sequence (P09923 whole entry, looked up): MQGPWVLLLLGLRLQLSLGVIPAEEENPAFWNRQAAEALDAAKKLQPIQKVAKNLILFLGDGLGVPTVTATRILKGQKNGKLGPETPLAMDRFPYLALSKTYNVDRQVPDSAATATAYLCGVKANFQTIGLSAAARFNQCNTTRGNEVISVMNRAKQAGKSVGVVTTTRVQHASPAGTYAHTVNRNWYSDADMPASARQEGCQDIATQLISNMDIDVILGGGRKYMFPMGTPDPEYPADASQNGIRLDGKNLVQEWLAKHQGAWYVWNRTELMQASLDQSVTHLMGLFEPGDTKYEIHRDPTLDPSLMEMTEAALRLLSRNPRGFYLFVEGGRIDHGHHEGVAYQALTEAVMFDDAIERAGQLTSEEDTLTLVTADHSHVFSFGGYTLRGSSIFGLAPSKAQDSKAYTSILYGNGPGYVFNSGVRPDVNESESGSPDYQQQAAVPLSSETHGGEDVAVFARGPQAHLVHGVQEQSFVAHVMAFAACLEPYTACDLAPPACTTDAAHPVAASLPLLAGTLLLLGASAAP
# MIN6 prolif: inducers of MIN6 beta-cell proliferation, primary screen, ATP luminescence, uHTS. AID 2380, 2010. proliferation, % at 10 µM. MIN6 cells proliferation, ATPlite luminescence, 48 h; cells starved in 0.2% serum; 100% = growth in 10% serum. 330,000 compounds, 0.29% hits;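 active = compounds whose signal lies at least 3.5 SD above the mean of all wells on their plate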;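 note: 0% = DMSO-treated cells in low-serum medium and 100% = 10% serum control; some compounds called inactive have numbers as strong as hits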
# A3A deaminase: APOBEC3A ssDNA deaminase inhibitors, primary screen, selectivity assay for APOBEC3G inhibitor project, biochemical, FAM/TAMRA oligo cleavage fluorescence | recombinant A3A, FAM/TAMRA ssDNA deamination fluorescence | inhibition, % at 20 µM | 330,000 compounds, 0.41% hits;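 active = at least 40% inhibition at 20 µM here, with at most 30% in a related deaminase screen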;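 note: plate controls were A3A with DMSO for no effect and wells lacking A3A enzyme for full effect; some results filed as inactive read as strong as hits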
# Target sequence (P31941 whole entry, looked up): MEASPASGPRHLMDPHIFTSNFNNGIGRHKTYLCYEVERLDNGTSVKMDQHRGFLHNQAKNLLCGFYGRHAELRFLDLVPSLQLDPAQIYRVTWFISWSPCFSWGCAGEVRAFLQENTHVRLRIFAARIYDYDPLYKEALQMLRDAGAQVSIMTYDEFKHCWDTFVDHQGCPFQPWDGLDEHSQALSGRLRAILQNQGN
# hIAP activ: human IAP activators, primary screen, biochemical, luminescence, uHTS; Intestinal-type alkaline phosphatase (Homo sapiens), P09923; purified human IAP, CDP-Star luminescence, 30 min; stronger effect = higher value; 1 = vehicle-only enzyme, 0 = enzyme-free background; activation factor at 10 µM; 330,000 compounds, 0.16% hits; AID 2524, 2010;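 active = activation factor of the enzyme at least 2-fold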; note: the source names both 10 and 20 µM as test concentration; values of inactives mirror those of a sister screen read the other way
# mIAP block: inhibitors of mouse IAP, primary screen, biochemical, luminescence, uHTS; purified mouse IAP, CDP-Star luminescence, 30 min; intestinal alkaline phosphatase [Mus musculus]; inhibition, % at 10 µM; AID 2806, 2010; 330,000 compounds, 0.2% hits;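 active = inhibition of at least 40% at 10 µM in the primary screen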;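 note: plate controls were DMSO with enzyme for no effect and no enzyme wells for full effect; values of inactives mirror those of a sister screen read the other way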
# mIAP activ: activators of mouse IAP, primary screen, biochemical, luminescence, uHTS. muIAP, CDP-Star luminescence, 30 min; stronger effect = higher value; 1 = vehicle-only enzyme signal, 0 = enzyme-free wells. 330,000 compounds, 0.24% hits. AID 2805, 2010. activation factor at 10 µM;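 active = activation factor of at least 2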; note: the source names both 10 and 20 µM as test concentration; values of inactives mirror those of a sister screen read the other way
#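 Assay system: mouse IAP enzyme / Compound: DMSO-dissolved test compounds / Timing: 30 min, room temperature / Measured by: luminescence from enzymatic CDP-Star hydrolysis / Control set: DMSO-only wells, enzyme-free buffer wells as negative control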
# MPTP block: mitochondrial permeability transition pore inhibitors, primary screen, biochemical, isolated mouse mitochondria, absorbance; Ca2+ swelling absorbance, 30 min; inhibition, % at 10 µM; 360,000 compounds, 1.4% hits;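 active = inhibition of 50% or more, scaled per plate between neutral and stimulator controls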;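 note: 0% = DMSO wells given calcium and 100% = 1 mM EGTA wells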
# ATG4B inhibitor: ATG4B protease inhibitors, primary screen, biochemical, fluorescence, uHTS. inhibition, % at 8.33 µM. Cysteine protease ATG4B (Homo sapiens), Q9Y4P1. 340,000 compounds, 0.51% hits. ATG4B cleavage of LC3-PLA2, NBD-HPC fluorescence, 1 h; in the data active = inhibition above about 40%
# A3G deaminase: APOBEC3G DNA deaminase inhibitors, primary screen, biochemical, fluorescence, single-stranded DNA substrate, uHTS; recombinant A3G, ssDNA deamination FAM/TAMRA fluorescence; 330,000 compounds, 0.28% hits; inhibition, % at 20 µM; AID 493012, 2011;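 active = inhibition of at least 40% at 20 µM, with no more than 30% in the related APOBEC3A deaminase screen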;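 note: plate controls were DMSO wells with A3G for no effect and wells lacking A3G enzyme for full effect; some compounds called inactive have numbers as strong as hits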
# Target sequence (Q9HC16 whole entry, looked up): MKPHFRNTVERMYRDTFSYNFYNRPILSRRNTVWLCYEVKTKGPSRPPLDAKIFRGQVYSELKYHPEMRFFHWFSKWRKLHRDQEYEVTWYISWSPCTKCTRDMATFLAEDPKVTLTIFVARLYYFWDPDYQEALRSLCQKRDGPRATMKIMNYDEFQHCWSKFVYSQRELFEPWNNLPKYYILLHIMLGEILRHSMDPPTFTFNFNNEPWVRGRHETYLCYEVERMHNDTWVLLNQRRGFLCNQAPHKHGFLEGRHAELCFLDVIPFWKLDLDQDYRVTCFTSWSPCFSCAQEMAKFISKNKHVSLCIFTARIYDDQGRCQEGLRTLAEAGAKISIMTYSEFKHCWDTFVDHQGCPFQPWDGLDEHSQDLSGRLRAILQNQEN
# * hit, by the source's call.
SMILES,hIAP block,MIN6 prolif,A3A deaminase,hIAP activ,mIAP block,mIAP activ,MPTP block,ATG4B inhibitor,A3G deaminase
Cc1cc(C)nc(SCc2nnc(SCC(=O)Nc3ccc(C)c(C)c3)o2)n1,-6,1,-2,1.1,-1,1,2.0,-15,-3
CCOC(=O)CSC1=C(C#N)C(=O)NC(c2ccc(OC)c(OC)c2)S1 (configuration not stated),2,-4,4,0.98,4,0.96,-0.3,0,13
COc1ccc(-c2nnc(SC)o2)c(OC)c1,1,-5,-3,0.99,12,0.88,2.3,-9,7
CCC1S/C(=N/N=C/c2ccco2)N(Cc2ccccc2)C1=O (configuration not stated),17,-2,15,0.83,14,0.86,2.3,4,-5
O=C(c1ccc(Cl)nc1)N1CCN(S(=O)(=O)c2ccc(Cl)cc2)CC1,-7,-3,-9,1.1,-8,1.1,-1.4,-16,-1
COc1ccc(CC(=O)NCC2COc3ccccc3O2)cc1 (configuration not stated),11,-1,1,0.89,-6,1.1,1.7,-14,0
O=C(O)/C(=C\c1cccc(O)c1)c1ccc(S(=O)(=O)N2CCCC2)s1,7,0,5,0.93,6,0.94,0.0,2,-4
O=C(NCc1ccco1)c1ccc2c(c1)N(Cc1ccccc1)C(=O)CS2,-4,-1,4,1,-1,1,-0.9,0,0
CCCCn1c(N)c(N(CCC(C)C)C(=O)c2ccc3c(c2)OCO3)c(=O)[nH]c1=O,-1,0,-3,1,5,0.95,-0.4,4,-5
O=C(CNc1ccc(F)cc1)c1ccccc1,4,1,-1,0.95,6,0.94,2.4,-7,0
Cc1ccc(SCCN2CCN(C)CC2)cc1,-16,-2,-5,1.2,-3,1,1.0,-2,-8
COc1ccc2cc3cc(C(=O)N(C)C4CCCCC4)oc3nc2c1,8,-3,-2,0.92,9,0.91,0.6,-1,-7
O=C(Nc1ccccc1C(=O)N1CCCCC1)c1cccs1,-10,-1,-1,1.1,-4,1,-0.3,-7,-5
CCCCNC(=O)CCn1nc(-c2ccccc2)c2ccccc2c1=O,5,1,-7,0.95,0,1,1.2,-4,-9
CC12C=CC(=O)C=C1CCC1C2C(=O)C[C@@]2(C)C1CCC2(O)C(=O)CO (some centres not stated),-2,-4,1,1,1,0.99,-1.2,-2,-5
CC(C)C(=O)Nc1cccc(C(=O)NCc2ccc(S(N)(=O)=O)cc2)c1,2,-3,4,0.98,-4,1,-0.4,0,2
Cc1ccc(C)c(S(=O)(=O)NCC(=O)Nc2ccc3c(c2)OCO3)c1,4,1,-2,0.96,4,0.96,0.3,-2,-5
CN(CC(=O)NCc1cccnc1)S(=O)(=O)c1cc(Cl)ccc1Cl,10,-5,-3,0.9,-1,1,-1.6,8,-7
O=C1C(C=NCCCN2CCCC2=O)=C(O)c2ccccc21,8,-1,3,0.92,-3,1,2.1,6,0
CCN(CC)CCCNC(=S)N(CCO)Cc1cc2cc3c(cc2[nH]c1=O)OCO3,-21,-2,-6,1.2,3,0.97,1.0,-3,0
Cc1nc(-c2ccccn2)nc(SCC(=O)c2ccc(F)cc2)c1Cl,-1,4,-4,1,13,0.87,1.8,2,-11
COc1ccc(CSc2ncnc3sccc23)cc1F,-22,-1,-5,1.2,-17,1.2,0.4,-4,0
CC(C)(C)n1nnnc1C(c1cccc(C#N)c1)N1CCC(Cc2ccccc2)CC1 (configuration not stated),10,-3,-2,0.9,-1,1,-1.0,2,-5
Cc1ccc(N2CC(C(=O)Nc3nnc(SCC(=O)Nc4nc(C)cs4)s3)CC2=O)cc1 (configuration not stated),9,1,0,0.91,2,0.98,-3.6,-2,2
O=C(NCC(=O)N1CCN(S(=O)(=O)c2cccc(F)c2)CC1)c1ccc(Br)o1,6,-3,-2,0.94,1,0.99,2.4,-10,-9
CCn1cc(C(=O)N(C)c2cc(C)ccc2OC)c2cc(OC)c(OC)cc2c1=O,-12,3,-6,1.1,1,0.99,0.3,0,-4
COC(=O)CCC(=O)N1CCc2cc(S(=O)(=O)N3CCc4ccccc43)ccc21,3,-1,0,0.97,2,0.98,2.4,-4,-2
CCOc1ccc(CC(=O)C2C(=O)CC(C)(C)CC2=O)cc1OCC,7,5,-5,0.93,2,0.98,-2.2,-7,-8
COc1cc(OC)cc(C(=O)Nc2cccc(NC(C)=O)c2)c1,18,-1,5,0.81,4,0.96,-0.2,-14,13
CCOC(=O)N1CCN(C(=O)c2cc3c(s2)-c2ccccc2OC3)CC1,6,1,-3,0.94,19,0.81,-1.8,0,-8

# An excerpt of these results, field by field:
> CCN(CC)CCCNC(=S)N(CCO)Cc1cc2cc3c(cc2[nH]c1=O)OCO3
  hIAP block: -21
  MIN6 prolif: -2
  A3A deaminase: -6
  hIAP activ: 1.2
  mIAP block: 3
  mIAP activ: 0.97
  MPTP block: 1.0
  ATG4B inhibitor: -3
  A3G deaminase: 0

> Cc1nc(-c2ccccn2)nc(SCC(=O)c2ccc(F)cc2)c1Cl
  hIAP block: -1
  MIN6 prolif: 4
  A3A deaminase: -4
  hIAP activ: 1
  mIAP block: 13
  mIAP activ: 0.87
  MPTP block: 1.8
  ATG4B inhibitor: 2
  A3G deaminase: -11

# The list continues:
SMILES,hIAP block,MIN6 prolif,A3A deaminase,hIAP activ,mIAP block,mIAP activ,MPTP block,ATG4B inhibitor,A3G deaminase
CS(=O)(=O)N(CC(=O)Nc1ccccc1C(=O)N1CCCC1)c1ccc2c(c1)OCO2,-6,-1,0,1.1,6,0.94,-0.4,1,1
COc1ccc(OC)c(NC(=O)c2nc(-c3ccccc3)oc2C)c1,9,-3,-3,0.91,5,0.95,-0.2,-4,-19
c1ccc(Nc2nc(-c3ccncc3)cs2)nc1,-10,-3,0,1.1,0,1,-1.5,-3,1
CCOc1cccc(CN2CCC(n3nccc3NC(=O)c3ccc4c(c3)OCO4)CC2)c1,-20,-4,1,1.2,-16,1.2,-2.2,-3,1
CCCCn1c(N)c(N(CCC(C)C)C(=O)c2ccc3ccccc3c2)c(=O)[nH]c1=O,-9,0,0,1.1,4,0.96,0.5,-5,1
O=C(NCCCNC(=O)c1cccnc1)c1ccc(Cl)cc1,9,2,-4,0.91,4,0.96,-0.5,-11,-3
COc1cc(-c2c(C#N)c(N)nc3[nH]c(=S)[nH]c(=O)c23)ccc1O,5,-1,2,0.95,28,0.72,-1.0,6,-5
Cc1ccc(S(=O)(=O)C2(C(=O)NCc3ccc4c(c3)OCO4)CC2)cc1,-2,-2,-3,1,-1,1,0.2,-4,-6
CC(O)c1c(-c2ccccc2)nn(C)c1Cl (configuration not stated),10,1,-3,0.9,4,0.96,-0.2,-1,-5
c1ccc(-c2cnc(-c3ccccc3)nn2)cc1,-4,-7,-2,1,-13,1.1,0.3,-6,-5
Nc1nc(NCc2ccccc2Cl)n(-c2ccccc2)n1,-20,2,-5,1.2,-7,1.1,-0.2,-2,-6
CCOC(=O)N/N=C/c1ccc(C)o1,14,1,1,0.86,1,0.99,-3.2,-3,-8
O=C(OC1CCOC1=O)c1ccccc1C(=O)c1ccc(Cl)c([N+](=O)[O-])c1 (configuration not stated),5,-5,4,0.95,-1,1,-0.1,7,-5
COCc1cc(N2CCCCC2)nc(-c2ccccc2)n1,13,3,-4,0.87,9,0.91,1.0,-2,10
O=C1SCCC1NS(=O)(=O)c1ccc([N+](=O)[O-])cc1 (configuration not stated),-11,0,0,1.1,-1,1,-1.6,-10,3
COc1ccc(NC(=O)C2CCCN2S(=O)(=O)c2ccc3c(c2)CCC(=O)N3)cc1 (configuration not stated),0,1,3,1,5,0.95,-0.7,0,2
CCOC(=O)c1cccc(NC(=O)C2CCCN(S(=O)(=O)c3cnc[nH]3)C2)c1 (configuration not stated),-7,-2,0,1.1,-3,1,-0.6,-1,-5
COc1cc(SC)ccc1C(=O)OCC(=O)NCC(C)C,-2,0,1,1,-4,1,-0.4,7,6
COc1ccc(N2CCN(C3CCCN(C(=O)CN4CCOC4=O)C3)CC2)cc1 (configuration not stated),-6,1,-3,1.1,5,0.95,-1.5,2,-4
Cc1cc(C(=O)N/N=C/c2cccc([N+](=O)[O-])c2O)n[nH]1,13,0,3,0.87,30,0.7,-0.8,2,3

# By substructure, the compounds so far containing a furan ring, fused or not.
SMILES,hIAP block,MIN6 prolif,A3A deaminase,hIAP activ,mIAP block,mIAP activ,MPTP block,ATG4B inhibitor,A3G deaminase
CCC1S/C(=N/N=C/c2ccco2)N(Cc2ccccc2)C1=O (configuration not stated),17,-2,15,0.83,14,0.86,2.3,4,-5
O=C(NCc1ccco1)c1ccc2c(c1)N(Cc1ccccc1)C(=O)CS2,-4,-1,4,1,-1,1,-0.9,0,0
COc1ccc2cc3cc(C(=O)N(C)C4CCCCC4)oc3nc2c1,8,-3,-2,0.92,9,0.91,0.6,-1,-7
O=C(NCC(=O)N1CCN(S(=O)(=O)c2cccc(F)c2)CC1)c1ccc(Br)o1,6,-3,-2,0.94,1,0.99,2.4,-10,-9
CCOC(=O)N/N=C/c1ccc(C)o1,14,1,1,0.86,1,0.99,-3.2,-3,-8

# Retrieved by structure from the entries so far, 4 records:
SMILES,hIAP block,MIN6 prolif,A3A deaminase,hIAP activ,mIAP block,mIAP activ,MPTP block,ATG4B inhibitor,A3G deaminase
COc1ccc(N2CCN(C3CCCN(C(=O)CN4CCOC4=O)C3)CC2)cc1 (configuration not stated),-6,1,-3,1.1,5,0.95,-1.5,2,-4
CCOC(=O)N/N=C/c1ccc(C)o1,14,1,1,0.86,1,0.99,-3.2,-3,-8
COc1ccc(NC(=O)C2CCCN2S(=O)(=O)c2ccc3c(c2)CCC(=O)N3)cc1 (configuration not stated),0,1,3,1,5,0.95,-0.7,0,2
O=C(OC1CCOC1=O)c1ccccc1C(=O)c1ccc(Cl)c([N+](=O)[O-])c1 (configuration not stated),5,-5,4,0.95,-1,1,-0.1,7,-5

# The list goes on:
SMILES,hIAP block,MIN6 prolif,A3A deaminase,hIAP activ,mIAP block,mIAP activ,MPTP block,ATG4B inhibitor,A3G deaminase
COC(=O)[C@H]1[C@H](C(=O)OC)[C@@H](C(=O)OC)N(c2ccc(OC)cc2)[C@@H]1C(=O)OC,-1,-1,-1,1,3,0.97,1.3,33,-2
O=C(NC1CCCC1)c1ccc(Cl)s1,15,5,1,0.85,-9,1.1,-0.2,-2,-7
CCn1c(SCC(=O)NNC(=O)Cc2ccccc2)nnc1-c1ccncc1,4,2,-5,0.96,4,0.96,1.0,1,-6
Clc1ccc(OCCOCCOc2cccc3cccnc23)c(Br)c1,-18,-4,-4,1.2,-3,1,-1.2,-6,-13
Cc1ccc(S(=O)(=O)c2nc(-c3ccc(F)cc3)oc2N2CCOCC2)cc1,-4,2,-2,1,0,1,1.3,-4,-4
Cc1ccc(NC(=O)CNC(=O)OCc2ccccc2)cc1C,-1,0,5,1,2,0.97,-2.5,-5,-10
CCOC(=O)c1ccc(S(=O)(=O)n2c(=O)oc3ccccc32)cc1,-22,-2,-2,1.2,10,0.9,2.3,-48,-4
CCC1Nc2ncnc(N3CCOCC3)c2N(Cc2ccccc2)C1=O (configuration not stated),-4,-3,-1,1,0,0.99,-0.1,1,-2
